Bioassay records as filed in PubChem BioAssay.
SKN-1 inh: suppressors of acrylamide-induced Pgst-4::GFP reporter in worms, primary screen, SKN-1 inhibitor project, whole organism, uHTS, GFP/RFP fluorescence ratio, strain VP596; C. elegans VP596 Pgst-4::GFP/RFP ratio, 24 h; inhibition, % at 21.8 µM; hit rate 0.49% among 360,000;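 active = interference check ratio from 0.5 to 1.5 plus GFP to RFP signal ratio inhibition reaching or exceeding a fixed threshold, cut at about 30% in these data, passing the limit was not always enough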; note: some compounds called inactive have numbers as strong as hits
MT1-MMP act inh: blockers of MT1-MMP proenzyme processing, primary screen, HT1080 RFP-PRO-GFP cells, GFP/RFP fluorescence | hit rate 0.061% among 360,000 | GFP/RFP ratio change, % at 20 µM | GFP/RFP ratio fluorescence, overnight; percent of plate control window, DMSO zero;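 active = GFP/RFP ratio change of at least 30% with cell ATP level not reduced by more than half and red fluorescence within 50% of control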; note: strong numbers were not always called active
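Assay system – RFP-PRO-GFP reporter HT1080 cells · Compound dosing – single dose of 20 µM compound, 1% DMSO final · Incubation – overnight compound exposure at 37 °C · Measure – GFP/RFP fluorescence ratio · Benchmarks – DMSO wells and RFP-L50D-GFP cells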
MsrA inh: bovine MsrA enzyme inhibitors, primary screen, biochemical, absorbance, HTS. Methionine sulfoxide reductase A (Bos taurus). purified bovine MsrA, absorbance read-out. inhibition, % at 15.5 µM. hit rate 0.75% among 360,000. AID 651718, 2012; in the data active = inhibition above about 4.5%;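 note: 0% = vehicle wells with enzyme and 100% = reference inhibitor wells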
MLLE-PAM2 inh: inhibitors of PABP1 MLLE–PAM2 peptide binding, primary screen, biochemical, fluorescence polarization, FITC-PAM2, GST-MLLE; hit rate 0.36% among 360,000; inhibition, % at 20 µM; in the data active = inhibition above about 35%, passing the limit was not always enough;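 note: plate controls were DMSO wells with GST-MLLE for no effect and wells lacking GST-MLLE protein for full effect; some results filed as inactive read as strong as hits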
Target sequence (P11940 whole entry, looked up): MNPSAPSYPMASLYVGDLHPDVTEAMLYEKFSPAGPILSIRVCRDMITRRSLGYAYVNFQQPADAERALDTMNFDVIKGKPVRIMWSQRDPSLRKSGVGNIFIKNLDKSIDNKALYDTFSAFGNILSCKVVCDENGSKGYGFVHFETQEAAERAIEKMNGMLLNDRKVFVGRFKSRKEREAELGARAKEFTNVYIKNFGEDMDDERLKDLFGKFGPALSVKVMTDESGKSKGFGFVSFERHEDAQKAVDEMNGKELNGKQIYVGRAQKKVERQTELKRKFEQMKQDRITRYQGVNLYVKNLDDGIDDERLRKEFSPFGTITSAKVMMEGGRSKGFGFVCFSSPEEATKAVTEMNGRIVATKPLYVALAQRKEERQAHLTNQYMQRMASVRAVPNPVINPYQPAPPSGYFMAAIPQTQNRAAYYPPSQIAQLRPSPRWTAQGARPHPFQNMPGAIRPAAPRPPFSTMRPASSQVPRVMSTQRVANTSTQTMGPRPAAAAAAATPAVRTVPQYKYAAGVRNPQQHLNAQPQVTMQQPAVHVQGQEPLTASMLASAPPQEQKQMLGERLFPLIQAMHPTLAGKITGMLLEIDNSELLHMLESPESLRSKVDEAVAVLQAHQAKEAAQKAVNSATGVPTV
Tb MetRS inh: T. brucei MetRS inhibitors, primary screen, biochemical, luminescence; methionyl-tRNA synthetase (Trypanosoma brucei brucei); purified T. brucei MetRS, ATP depletion, Kinase-Glo luminescence; inhibition, % at 11.9 µM; hit rate 0.4% among 360,000; AID 624268, 2012;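 active = inhibition above a per-plate cutoff of the control wells' mean inhibition plus 3 SD, cut at about 5.5% in these data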;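 note: 0% = DMSO wells median and 100% = median of wells with control inhibitor compound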
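technique = Kinase-Glo luminescence, ATP depletion format | system = purified MetRS (methionyl-tRNA synthetase) enzyme from Trypanosoma brucei | timing = 15 min preincubation, 2 h reaction, all 25 °C | evaluation = percent inhibition versus plate control medians | dosing = single dose, 11.9 µM final nominal, 0.9% final DMSO | also added = substrates ATP, L-methionine and bulk Escherichia coli tRNA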
bovine MsrA act: bovine MsrA enzyme activators, primary screen, biochemical, absorbance, HTS; purified bovine MsrA, absorbance read-out; activation, % at 10.6 µM; hit rate 0.3% among 360,000; in the data active = activation above about 7.5%;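 note: 0% = vehicle and 100% = reference activator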
CendR NRP1 mod: modulators of CendR peptide binding to NRP-1, primary screen, biochemical, fluorescence polarization, uHTS; Neuropilin-1 (Homo sapiens), O14786; FAM-RPARPAR peptide binding to NRP-1; inhibition, % at 25 µM; hit rate 0.85% among 360,000; AID 602438, 2012;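 active = inhibition or corrected inhibition above about 18%, plus a signal ratio from 0.5 to 1.5, limit read from the data, passing the limit was not always enough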; note: strong numbers were not always called active
FAS TE block: FAS thioesterase domain inhibitors, primary screen, biochemical, fluorescence intensity, uHTS; Fatty acid synthase (Homo sapiens), P49327; recombinant FAS-TE, OMFH fluorogenic substrate, fluorescence endpoint; inhibition, % at 15 µM; hit rate 0.67% among 360,000;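 active = compounds whose normalised, plate-corrected inhibition of enzyme fluorescence in the single-dose primary screen is 50% or more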;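 note: 0% = DMSO with enzyme and 100% = substrate without enzyme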
eLon inh: inhibitors of E. coli Lon protease, primary screen, biochemical, fluorescence polarization. AID 602123, 2011. inhibition, % at 7.94 µM. purified E. coli Lon protease. hit rate 0.42% among 360,000. P0A9M0; in the data active = inhibition above about 13%, passing the limit was not always enough;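 note: 0% = enzyme with probe and DMSO and 100% = no enzyme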
Starred values were filed as active, the others as inactive.

[1] Cc1ccc(N2CC(C(=O)Nc3ccc(C)c(S(=O)(=O)N(C)C)c3)CC2=O)cc1 (stereo not given)
[2] C=CCCC(=O)N1C[C@H]2CON(C)[C@H]2C[C@H]1c1cccc(Br)c1
[3] COC(=O)[C@H]1C[C@@]2(O)CN(S(=O)(=O)c3ccc(C)cc3)C[C@@]2(OC(=O)NC2CC2)C[C@H]1C(=O)OC
[4] Cc1cc(C)c(S(=O)(=O)N2CCOC2CNC(=O)C(=O)NCCN(C)C)c(C)c1 (stereo not given)
[5] Cn1c(N)c(C(=O)COC(=O)/C=C/c2ccc(Cl)c(Cl)c2)c(=O)n(C)c1=O
[6] S=C(Nc1ccc(Br)cc1Cl)Nn1cnnc1
[7] COc1ccc(CC(=O)Nc2ccc(C(N)=O)cc2)cc1
[8] CCOC(=O)C1=C(O)CSC1=Nc1cccc2ccccc12
assay / entry,1,2,3,4,5,6,7,8
SKN-1 inh,16,-4,-22,-7,-4,9,-9,3
MT1-MMP act inh,4,3,0,-3,-2,-1,0,-5
MsrA inh,-0.7,-0.8,-0.5,-0.2,-1.0,0.2,1.6,0.3
MLLE-PAM2 inh,7,6,-2,-9,-2,37*,15,-10
Tb MetRS inh,-0.4,0.3,-0.9,-0.1,-0.2,-0.6,-0.8,-1.4
bovine MsrA act,-1,0,-2,-8,-2,-11,-8,-9
CendR NRP1 mod,-2,7,8,6,25*,8,11,-8
FAS TE block,-3,-9,-6,-3,5,-8,-5,-8
eLon inh,3,-1,-6,8,-1,-2,5,-2

[9] CC1CCCC(N2CCN(C(=O)c3ccccc3F)CC2)C1 (stereo not given)
[10] OCCN1CCN(c2nc3ccccc3nc2-c2ccccc2)CC1
[11] Cc1ccc(S(=O)(=O)N(C)c2ccc(OCC(=O)OCC(=O)N(CC#N)c3ccccc3)cc2)cc1
[12] Cc1ccc(C(=O)OCC(=O)c2c(N)n(C)c(=O)n(C)c2=O)cc1S(=O)(=O)N1CCOCC1
[13] O=C(NC1CC2CCCC(C1)N2C(=O)NC1CCCCC1)c1ccccc1 (stereo not given)
[14] CSc1ccccc1NC(=O)c1ccccc1
[15] O=C(NNC(=O)c1cccnc1)NC12CC3CC(CC(C3)C1)C2
[16] CCOC(=O)C1(Cc2cccc(OC)c2)CCCN(S(=O)(=O)N(C)C)C1 (stereo not given)
assay / entry,9,10,11,12,13,14,15,16
SKN-1 inh,6,2,8,-17,1,4,1,-3
MT1-MMP act inh,1,-2,2,4,3,0,-1,1
MsrA inh,-1.3,0.4,0.7,-0.9,-0.7,-0.6,0.4,0.1
MLLE-PAM2 inh,5,7,-29,4,-4,2,4,2
Tb MetRS inh,0.6,0.3,-0.4,-0.4,-0.6,-0.5,-0.1,-0.7
bovine MsrA act,-1,-3,-1,-9,1,2,-3,-1
CendR NRP1 mod,6,-8,-1,-4,6,8,-7,-4
FAS TE block,-2,-6,19,-9,-4,-8,-4,-2
eLon inh,-5,4,0,4,0,2,5,5

[17] O=S(=O)(Nc1cccc2ccccc12)c1cccc2nonc12
[18] COc1cc(OC)c(OC)cc1CN(C)C(c1ccccc1)c1nnnn1-c1ccccc1C (stereo not given)
[19] Cc1cc(N/N=C/c2ccc(Cl)cc2Cl)nc(NCc2ccccc2)n1
[20] CCOc1ccccc1N1CCN(CC(=O)NC(C)c2ccccc2)CC1 (stereo not given)
[21] S=C(Nc1ccc2[nH]ccc2c1)NC1CCCCC1
[22] CC(=O)Nc1ccc(S(=O)(=O)N(Cc2cc3ccc(C)cc3[nH]c2=O)CC2CCCO2)cc1 (stereo not given)
[23] CN1CCC(N(C)C(=O)c2ccc(Cl)c(S(=O)(=O)N3CCCCC3)c2)CC1
[24] O=C(Nc1ccccc1Oc1ccccc1)C1=COCCO1
assay / entry,17,18,19,20,21,22,23,24
SKN-1 inh,1,-10,14,9,2,7,9,-2
MT1-MMP act inh,-6,3,-17,0,9,1,-1,-4
MsrA inh,0.0,-0.7,0.5,-0.3,-0.3,4.2,0.2,0.8
MLLE-PAM2 inh,-5,6,2,-9,-65,-11,1,-7
Tb MetRS inh,-0.6,-0.6,-0.4,0.1,0.0,-0.4,-0.2,0.0
bovine MsrA act,-4,-5,-2,-1,-3,-4,-2,-1
CendR NRP1 mod,4,-3,1,10,-4,4,-9,8
FAS TE block,-2,-5,16,-5,-2,-5,-8,6
eLon inh,-7,4,-19,0,-6,-10,-5,-1

[25] N#Cc1ccccc1Sc1ccccc1C(=O)N1CCOCC1
[26] Brc1ccc(CN2CCN(c3ccccc3)CC2)o1
[27] CC(=O)c1ccc(S(=O)(=O)N(C)CCCC(=O)N2CCN(c3ncccn3)CC2)cc1
[28] CCCOc1ccc(C(=O)Nc2ccc(S(=O)(=O)N3C[C@@H]4C[C@@H](C3)c3cccc(=O)n3C4)cc2)cc1
[29] CC(C)NC(=O)N(Cc1ccc(Cl)cc1)Cc1cccs1
[30] CCOc1ccc(OCC)c(S(=O)(=O)NNC(=O)c2c(C)nc3ccccn23)c1
[31] C[C@H]1C[C@H]2[C@@H]3CCC4=CC(=O)C=C[C@]4(C)[C@@]3(F)[C@@H](O)C[C@]2(C)[C@@]1(O)C(=O)CO
[32] COc1cc(/C=N/N(C)c2ccccc2)ccc1O
assay / entry,25,26,27,28,29,30,31,32
SKN-1 inh,9,-2,0,1,-3,-4,-7,4
MT1-MMP act inh,1,-1,-1,-7,-4,2,-1,0
MsrA inh,-0.1,-0.1,0.5,-0.2,-1.0,1.9,-0.3,5.3*
MLLE-PAM2 inh,11,2,1,-4,8,21,-3,-8
Tb MetRS inh,0.5,0.8,-0.3,-0.6,-0.2,-1.5,-1.0,-0.1
bovine MsrA act,1,-1,-4,-1,-1,-7,-4,-1
CendR NRP1 mod,8,7,-2,-16,-9,14,1,-10
FAS TE block,-2,-1,-3,4,1,-12,-6,14
eLon inh,-6,0,1,4,-7,1,-9,-5

Exported with values under each structure: 7 of the compounds above.
Order of results – SKN-1 inh | MT1-MMP act inh | MsrA inh | MLLE-PAM2 inh | Tb MetRS inh | bovine MsrA act | CendR NRP1 mod | FAS TE block | eLon inh
#26 Brc1ccc(CN2CCN(c3ccccc3)CC2)o1
 : -2 | -1 | -0.1 | 2 | 0.8 | -1 | 7 | -1 | 0
#27 CC(=O)c1ccc(S(=O)(=O)N(C)CCCC(=O)N2CCN(c3ncccn3)CC2)cc1
 : 0 | -1 | 0.5 | 1 | -0.3 | -4 | -2 | -3 | 1
#28 CCCOc1ccc(C(=O)Nc2ccc(S(=O)(=O)N3C[C@@H]4C[C@@H](C3)c3cccc(=O)n3C4)cc2)cc1
 : 1 | -7 | -0.2 | -4 | -0.6 | -1 | -16 | 4 | 4
#29 CC(C)NC(=O)N(Cc1ccc(Cl)cc1)Cc1cccs1
 : -3 | -4 | -1.0 | 8 | -0.2 | -1 | -9 | 1 | -7
#30 CCOc1ccc(OCC)c(S(=O)(=O)NNC(=O)c2c(C)nc3ccccn23)c1
 : -4 | 2 | 1.9 | 21 | -1.5 | -7 | 14 | -12 | 1
#31 C[C@H]1C[C@H]2[C@@H]3CCC4=CC(=O)C=C[C@]4(C)[C@@]3(F)[C@@H](O)C[C@]2(C)[C@@]1(O)C(=O)CO
 : -7 | -1 | -0.3 | -3 | -1.0 | -4 | 1 | -6 | -9
#32 COc1cc(/C=N/N(C)c2ccccc2)ccc1O
 : 4 | 0 | 5.3* | -8 | -0.1 | -1 | -10 | 14 | -5

Additional entries.
[33] Cc1cc(C)cc(NC(=O)N2CCCN(Cc3c(F)cccc3Cl)CC2)c1
[34] Cc1cc(C)nc(NC(=O)c2ccccc2O)n1
[35] COc1ccc(C)cc1NC(=O)C(NCC(O)c1ccccc1)c1ccccc1 (stereo not given)
[36] Cc1ccc(S(=O)(=O)NCCc2cc3ccc(C)cc3[nH]c2=O)cc1
[37] COc1ccc(Cc2nnc(NC(=O)c3c(-c4ccccc4)noc3C)s2)cc1OC
[38] CC[C@@H](NC(=O)[C@@H](Cc1ccccc1)NC(=O)CC[C@H]1O[C@@H](n2ccc(=O)[nH]c2=O)[C@H](O)[C@@H]1O)c1ccccc1
[39] COc1ccc(C2CC(=O)Oc3cc(C)cc(C)c32)cc1 (stereo not given)
[40] Cc1ccccc1OC(=O)c1cccc(S(=O)(=O)N2CCN(C)CC2)c1
assay / entry,33,34,35,36,37,38,39,40
SKN-1 inh,8,6,-9,2,8,13,3,-3
MT1-MMP act inh,-1,-3,-2,-2,1,3,0,3
MsrA inh,0.9,0.8,-0.3,0.7,-0.5,-0.6,2.5,-0.6
MLLE-PAM2 inh,12,15,4,1,25,2,-3,-58
Tb MetRS inh,-0.3,-0.1,-0.8,-0.6,-0.1,-0.8,-0.5,-0.5
bovine MsrA act,-4,-3,-3,-1,-2,-3,2,-7
CendR NRP1 mod,-1,4,-3,-1,-1,4,-17,3
FAS TE block,11,-4,7,2,-2,-2,17,1
eLon inh,-9,-6,-4,-4,-9,-9,3,0

MLLE-PAM2 inh, entries above that show a hit
no.	SMILES	SKN-1 inh	MT1-MMP act inh	MsrA inh	MLLE-PAM2 inh	Tb MetRS inh	bovine MsrA act	CendR NRP1 mod	eLon inh
6	S=C(Nc1ccc(Br)cc1Cl)Nn1cnnc1	9	-1	0.2	37*	-0.6	-11	8	-2

Next results follow:
[41] O=C(O)/C=C\c1cccc(-n2cnnn2)c1
[42] FC(F)(F)c1nnc2n1N=C(c1cccs1)CS2
[43] Cc1ccc(Cl)cc1N1CCN(C(=O)c2noc(C(C)C)c2[N+](=O)[O-])CC1
[44] CC(=O)N1N=C(N)SC1c1cccc([N+](=O)[O-])c1 (stereo not given)
[45] CCc1nc2ccc(C(=O)NCCCn3ccnc3)cn2c1N(CC)CCOC
[46] O=S(=O)(c1ccc(Br)cc1F)N1CCCCC1CCO (stereo not given)
[47] COc1cc(C(=O)Nc2ccc(O)cc2C(=O)O)ccc1OC(C)=O
[48] O=C(c1cc2ccccc2o1)N1CCN(c2cccc(C(F)(F)F)c2)CC1
[49] COc1ccc(Cl)cc1NC(=O)C1COc2ccccc2O1 (stereo not given)
[50] O=C(C1CC(=O)N(C2CCCC2)C1)N1CCN(c2ccccc2F)CC1 (stereo not given)
[51] COc1cccc(/C=N/NC(=O)c2ccc(=O)n(C)c2)c1OC
assay / entry,41,42,43,44,45,46,47,48,49,50,51
SKN-1 inh,-3,7,15,6,-4,2,8,13,18,-15,4
MT1-MMP act inh,0,-4,-15,-1,-2,2,37*,4,-1,-3,6
MsrA inh,-0.2,2.1,1.0,0.6,-1.6,-0.6,3.9,-1.5,-0.3,0.4,1.0
MLLE-PAM2 inh,8,-3,12,-10,5,9,0,-6,-8,-5,0
Tb MetRS inh,-0.1,0.1,-0.4,-0.4,-0.4,0.5,0.1,-0.6,-0.5,-0.9,0.1
bovine MsrA act,2,-2,0,-2,0,-2,0,-6,-1,2,-1
CendR NRP1 mod,-6,11,4,15,2,6,1,13,-13,10,3
FAS TE block,-10,-4,23,-13,-3,-7,-4,9,35,-5,-12
eLon inh,-6,-11,-5,1,8,-10,7,8,1,1,22*
